# ARNT TACC3 PPI = ARNT/TACC3 interaction disruption. Q9Y6A5. AlphaScreen His-ARNT PAS-B/GST-TACC3 binding, luminescence; TACC3 fragment carries E629A point mutation. inhibition, % at 9.99 µM. 390,000 tested, 0.66% active. AID 623870;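 active = mean inhibition of replicates at least 50% and at least half of replicates each reaching 50%; inconclusive = half or more replicates reach 50% but mean below 50%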;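 also: 0% = complete ARNT plus TACC3 wells and 100% = ARNT alone without TACC3; many hits fall short of the cut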
# PAX8 reporter = lowers PAX8-driven luciferase in RMG-I cells; AID 652154; inhibition, % at 12.6 µM; 360,000 tested, 1.2% active; RMG-I TPO-luciferase reporter, SteadyGlo, 24 h;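 active = mean replicate inhibition at least 60% with every replicate also reaching 60%; inconclusive = only one of the two criteria is met; inactive = mean below 60% and not all replicates reaching 60%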;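 also: luciferase light reporting Pax8 driven TPO promoter activity; plate controls were median of neutral control wells for no effect and mitoxantrone controls for full effect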
# Cneo AK release = Cryptococcus neoformans lysis via adenylate kinase release; C. neoformans lysis, adenylate kinase release luminescence, 4 h; normalised: neutral wells 0, clomiphene wells 100; lysis activity, % at 15 µM; 360,000 tested, 0.2% active;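 active = mean lysis activity across replicates of at least 80%, whatever share of replicates individually reach that level; inactive = mean lysis activity below 80%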
#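 Assay system: C. neoformans cells. Amount: yeast cell density of 5 × 10^6 cells/mL. Technique: AK luminescence. Buffer or medium: YPD. Times: static 4 h at 37 °C with compound, 1 h detection. Dosing: single-point compound dose. Read-out: lysis from increased AK signal.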
# PGC1a acetyl inh = lowers PGC1a acetylation signal in U2OS cells | AlphaScreen anti-acetyl-lysine; with virally co-expressed GCN5 acetyltransferase | inhibition, % at 15.6 µM | 350,000 tested, 0.17% active;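 active = every replicate shows inhibition of at least 40%; inconclusive = mean inhibition at least 40% but some replicate below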;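 also: 0% = neutral control wells and 100% = positive control wells; some results beyond the cut were filed as inactive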
# PglD inh = inhibitors of Campylobacter jejuni PglD acetyltransferase; purified PglD enzyme, DTNB colorimetric CoA detection; inhibition, % at 12.5 µM; 360,000 tested, 0.098% active; AID 602405; in the data active = inhibition above about 16%, passing the limit was not always enough; inconclusive = no clear call, values can overlap the other calls; also: strong numbers were not always called active
# LGR2 antag = blocks bursicon-induced cAMP signaling via Drosophila LGR2 | HEK293 LGR2, CRE-luciferase, bursicon-stimulated, 4 h | inhibition, % at 9.99 µM | 380,000 tested, 0.35% active | AID 720647;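 active = drop in luminescence signal, shown as inhibition above about 50% in the replicate tests, limit read from the data, passing the limit was not always enough; inconclusive = probably only some replicates passing the limit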;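 also: agonist challenge used bursicon conditioned medium at about half maximal strength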
# Statin myotox sup = protects C2C12 myotubes from simvastatin toxicity. AID 602340. ATP luminescence, 48 h; scaled: DMSO 0, geranylgeraniol control 100. rescue of ATP level, % at 7.49 µM. 330,000 tested, 0.78% active;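 active = mean ATP rescue above about 67%, or every replicate alone reaching that limit, limit read from the data, passing the limit was not always enough; inconclusive = no clear call, values can overlap the other calls; inactive = mean under the limit and some replicate under it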;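 also: myotubes were challenged with 10 µM simvastatin during compound exposure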
# GSIS activator = GLuc luminescence reporter in INS-1E cells, primary screen for activators of glucose-dependent secretion of insulin | INS-1E GLuc reporter insulin secretion, 2-3 h | activation, % at 16.6 µM | 370,000 tested, 0.61% active;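 active = lowest replicate activation of at least 40%, so every replicate reaches that level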;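 also: 0% = median of neutral control wells and 100% = median of IBMX positive control wells; some compounds called inactive have numbers as strong as hits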
# * hit, by the source's call; ? = inconclusive; · = no result given; & = joins results of further samples. No enrichment for hits. About 2.9% of those tested had a hit in this group.
SMILES,ARNT TACC3 PPI,PAX8 reporter,Cneo AK release,PGC1a acetyl inh,PglD inh,LGR2 antag,Statin myotox sup,GSIS activator
NNC(=S)Nc1cccc(-c2n[nH]c(=S)o2)c1,25,-2,-5,2,-1,-16,·,-13
Cc1ccc(S(=O)(=O)N/N=C/c2ccc(OCC(=O)Nc3ccccc3Cl)cc2)cc1,1,-28,1,·,1,-9,3,3
CNc1snc(C)c1C(=O)OC(C)C(=O)Nc1ccccc1 (configuration not stated),5,22,-2,-12,0,7,13,6
C[C@@H]1CCCCO[C@H](CN(C)C(=O)c2ccncc2)[C@@H](C)CN([C@@H](C)CO)C(=O)c2cc(NC(=O)C3CCCCC3)ccc2O1,-4,6,-1,7,-1,-8,-4,-1
COc1cc(C(=O)N/C(=C\c2cn(S(=O)(=O)N(C)C)c3ccccc23)C(=O)N2CCCC2)cc(OC)c1OC,-1,-3,0,-21,-1,-4,7,1
C[C@@H]1CCCCO[C@@H](CN(C)C(=O)Cc2ccccc2)[C@@H](C)CN([C@H](C)CO)C(=O)c2cc(NC(=O)C3CCCCC3)ccc2O1,-2,-2&1,-3&0,1&5,-4&-2,-7,-8,-35&-6
COc1ccc(OCCC(=O)OCC(=O)NC(=O)NC(C)C)cc1,21,·,-3,13,-5,·,-2,·
CC(C)NC(=O)c1onc(CSc2nc3ccccc3[nH]2)c1C(=O)NC(C)C,1,-2,-2,·,3,-12,12,-4
CSc1nsc(NC(=O)Nc2ccccc2)n1,-10,-128,·,·,·,-49,·,-60
Cc1c(NC(=O)COC(=O)/C=C/c2cccc(F)c2)c(=O)n(-c2ccccc2)n1C,·,6,0,3,0,18,-3,9
Cc1ccc(OCC(=O)NNC(=O)c2ccc3c(=O)n4c(nc3c2)CCC4)cc1,0,3,-1,·,5,9,-22,0
C[C@H](CO)N1C[C@H](C)[C@H](CN(C)C(=O)C2CCCCC2)Oc2ncc(-c3ccccc3F)cc2C1=O,5,0,-2,-12,-2,-1,20,-14
O=C(c1ccc([N+](=O)[O-])cc1[N+](=O)[O-])n1cnc2ccccc21,-6,3,·,9,·,4,·,-2
S=C(Nc1cccc(Br)c1)c1ccccc1,16,-45,·,·,·,-21,·,-1
CC(C)CN1CN(Cc2ccccc2)CNC1=S,-6,42,·,·,·,3,·,10
Cc1cccc(C(=O)N2CCCC(c3nc(-c4ccc(C)o4)no3)C2)c1 (configuration not stated),0,-71,0,-5,-1,-29,22,7
O=C(Nc1ccccc1)c1ccc(S(=O)(=O)N2CCOCC2)cc1,10,-21,5,0,0,·,4,·
CN(C)CC#Cc1ccc([C@@H]2[C@@H](CO)N3CCCCN(CC4CCOCC4)C[C@H]23)cc1,1,5,3,5,1,-15,13,9
O=C1C(=O)c2ccccc2C(O)=C1CCCCl,37*,·,-2,10,2,·,·,·
CC(=O)NS(=O)(=O)c1ccc(NC(=S)Nc2ccccc2)cc1,-5,-9,0,12,0,-18,-6,4
C[C@@H](NC(=O)C[C@H]1C[C@@H]2c3cc(N(C)C)ccc3O[C@@H]2[C@@H](CO)O1)c1ccccc1,8,10,29,-4,6,3,-6,2
CCCNC(=O)N1C[C@@H]2[C@H](c3ccccc31)[C@@H](CO)N2Cc1ccc(OC)cc1,-1,-3,-1,-7,-1,7,-7,2
O=C(Nc1cccc(S(=O)(=O)N2CCCCCC2)c1)c1ccc(Cl)nc1,-5,30,-3,12,-4,18,-5,-36
CC(=O)N1CCN(c2ccccc2NC(=O)c2ccc(Br)o2)CC1,17,13,10,·,-7,3,3,17
CCC1CCCCN1S(=O)(=O)c1ccc(C(=O)N(CCCN(C)C)c2nc3cc4c(cc3s2)OCO4)cc1 (configuration not stated),16,·,1,15,-7,33,-11,·
Cc1cc(C)cc(NC(=S)NCc2ccncc2)c1,-24,-2,·,5,·,-12,·,10
O=C(NCCc1ccc(C(F)(F)F)cc1)C1CCC(=O)N(CCCc2ccccc2)C1 (configuration not stated),-6,12,7,7,4,9,11,-34
COc1ccccc1C(=O)N1C[C@H]2[C@@H](c3ccccc31)[C@H](CO)N2C(=O)Nc1ccccc1,5,21,1,-1,0,-1,-3,-2
O=C(/C=C/c1cccc([N+](=O)[O-])c1)NCCSCc1cccc(Cl)c1,-11,4,0,9,-1,-13,·,-23
COc1ccc(-c2ccc(NS(=O)(=O)c3cc([N+](=O)[O-])c(C)c([N+](=O)[O-])c3)cc2)nn1,2,-9,8,-5,2,28,-8,-8
O=C(O)CCN(CCC(=O)O)c1nnc(SCc2ccccc2)s1,4,4,-1,37,4,·,3,·
CCOC(=O)c1ccc2ncc(-c3ccccc3)nc2c1,·,-172,·,-6,·,-50,·,8
Cc1ccc(C)c(OCCC(=O)OCC(=O)N2CCN(c3ccccc3)CC2)c1,·,0,2,·,-5,5,-2,-23
C[C@H](CO)N1C[C@H](C)[C@@H](CN(C)Cc2ccncc2)Oc2ncc(-c3cncnc3)cc2C1=O,-5,·,-1,8,-1,0,-3,3
C#CCN1C(=O)S/C(=C/C=C/c2ccc(N(C)C)cc2)C1=O,2,-129,·,·,·,-69,-7,-10
CC(CCc1ccccc1)NC(=O)COC(=O)c1cccc(N(C)C)c1 (configuration not stated),-3,7,0,1,-4,5,7,-28
CCCC(=O)N(CCc1ccc(OC)cc1)Cc1nc2ccccc2c(=O)[nH]1,-5,·,0,1,-1,0,-6,33
Cc1cccc(OCCCn2c(CCNC(=O)C(C)C)nc3ccccc32)c1,5,·,4,-10,3,·,34,·
N#CC1=C(N)Oc2n[nH]c(-c3cccs3)c2C1c1ccccc1C(=O)O (configuration not stated),4,10,1,0,6,-2,4,·
COC(=O)Cc1csc(/N=C/c2c(O)n(-c3cccc(C(F)(F)F)c3)c(=O)c3ccccc23)n1,1,3,·,·,·,14,·,10
O=C(Cc1ccccc1)N1C[C@@H]2[C@H](c3ccccc31)[C@H](CO)N2C(=O)Nc1ccc(F)cc1,6,4,3,-3,1,4,16,-20
CCOC(=O)N1CCN(CC(=O)Nc2sc(CC)cc2C(=O)c2ccc(OC)cc2)CC1,4,24,0,·,-4,12,19,4
Cc1cccc(-n2ncc(C(=O)NC3CCCC3)c2C2CCN(C(=O)OC(C)(C)C)CC2)c1,·,8,11,-6,5,9,-1,-5
C[C@@H]1CN([C@H](C)CO)S(=O)(=O)c2ccc(-c3cccnc3)cc2O[C@H]1CN(C)C(=O)CN(C)C,2,·,-1,10,0,16,6,8
COc1ccc(C(C(=O)NCC2CCCO2)N(C(=O)c2snc(C(N)=O)c2N)c2ccccc2C)cc1OC (configuration not stated),6,-3,1,·,-3,-3,6,-3
CC1(c2ccc(Cl)cc2)NC(=O)CS1 (configuration not stated),-2,4,·,·,·,-11,·,9
Cc1cc(C)nc(NS(=O)(=O)c2ccc(NC(=O)c3ccc(N4C(=O)CCC4=O)cc3)cc2)n1,35,5,·,11,0,-9,·,30
O=C(Cn1nnc(-c2ccc(Cl)cc2)n1)N1CCN(C(=O)c2ccco2)CC1,·,15,-2,4,-1,10,5,0
Cc1cc(C)cc(NC(=O)C(NCC2CCCO2)c2ccccc2)c1 (configuration not stated),-8,17,-2,-8,0,3,5,-30
COc1ccc(CN(C)C[C@H]2Oc3ccc(NS(=O)(=O)c4ccc(Cl)cc4)cc3C(=O)N([C@@H](C)CO)C[C@@H]2C)cc1,·,9,3,0,-2,0,23,-4
O=C(Cc1ccccn1)NCC[C@@H]1CC[C@H](NS(=O)(=O)c2ccc(Cl)cc2)[C@@H](CO)O1,-1,1,14,3,2,-1,2,6
Cc1nn(C)c(C)c1CN(Cc1nc(-c2ccc(F)cc2F)oc1C)C1CC1,-9,11,-3,1,2,17,-5,9
COc1ccc(S(=O)(=O)N2CCCCN3[C@H](C2)[C@@H](c2ccc(C#CCC(C)C)cc2)[C@@H]3CO)cc1,14,-2,1,-17,-2,5,·,-10
COc1cc(/C=C/C(=O)OCC(=O)N2CCCC2)cc(OC)c1OC,-1,-8,3,·,-4,2,-1,-8
CCOC(=O)N(CC)OC(=O)Nc1ccc(Cl)cc1,-16,·,2,1,11,-20,-11,3
O=C(Nc1ccc2c(c1)C(=O)N(c1ccccc1)C2=O)c1cccs1,-9,-15,·,?,·,-11,·,10
COC(=O)c1ccccc1Sc1ncnc2onc(C)c12,4,14,·,·,·,28,·,1
COc1ccc(C(=O)Nc2ccc3c(c2)OC[C@@H](C)NC[C@H](C)[C@H](OC)CN(C)C3=O)cc1,-4,·,6,7,-1,-15,10,-1
C[C@@H]1CN([C@@H](C)CO)C(=O)c2cccc(NS(=O)(=O)c3cn(C)cn3)c2O[C@@H]1CN(C)S(=O)(=O)c1cccs1,·,-20,2,12,-1,-2,-6,20
CCN(CC)S(=O)(=O)c1ccc(N/N=C(\C)c2cccnc2)nc1,-8,-17,2,2,9,2,-4,10

# (continued)
SMILES,ARNT TACC3 PPI,PAX8 reporter,Cneo AK release,PGC1a acetyl inh,PglD inh,LGR2 antag,Statin myotox sup,GSIS activator
CCCCN(Cc1ccccc1)S(=O)(=O)c1ccc2c(c1)n(C)c(=O)c(=O)n2C,-4,8,-1,4,-3,0,·,-46
COc1ccc(C(=O)NC(=O)CSc2nc3nc(C)cc(C)n3n2)cc1,-1,-1,-1,-3,-1,7,3,4
CCS(=O)(=O)Nc1cccc(-c2ccc3nnc(-c4cccnc4)n3n2)c1,·,36,-11,2,-3,16,-13,8
COc1cc(C2C(C(=O)c3cccs3)=C(O)C(=O)N2CCN2CCOCC2)ccc1OCCC(C)C (configuration not stated),·,0,6,13,3,-12,·,-9
O=C(c1ccc2c3c(cccc13)CC2)C1CCCN(C(=O)c2ccc[n+]([O-])c2)C1 (configuration not stated),0,12,-2,2,2,-13,2,0
C[C@@H]1CN([C@@H](C)CO)C(=O)CCCn2cc(nn2)CO[C@@H]1CN(C)C(=O)c1ccc(N2CCN(C)CC2)cc1,·,·,·,-2,-1,-6,-3,4
COc1ccccc1C=CC(=O)C=Cc1ccccc1OC,-2,17,1,-63,0,-19,11,8
COCC#Cc1cnc2c(c1)C(=O)N([C@@H](C)CO)C[C@H](C)[C@@H](CN(C)C(=O)c1ccc3c(c1)OCO3)O2,-2,·,-5,-1,0,-5,1,16
O=C1CCCN2N=C(SCC(=O)Nc3ccc([N+](=O)[O-])cc3)SC2=N1,-13,3,2,·,-4,-6,15,1
CN(c1ccc([N+](=O)[O-])cc1)c1cc2c(c3c1ccn3C)C1CCC2C1 (configuration not stated),·,-46,1,-3,-2,-27,-32,-2

# Assay outcomes deposited in PubChem by Broad Institute.
